# Anthrax LF inh2: Bacillus anthracis LF protease inhibitors, primary screen, biochemical, multiplex microsphere, MLPCN library; multiplex microsphere protease cleavage assay; inhibition, % at 10 µM; actives 0.12% (n = 360,000); AID 588501, 2011; also: plate controls were buffer without enzyme for full effect and enzyme alone for no effect
# Target sequence (P15917 whole entry, looked up): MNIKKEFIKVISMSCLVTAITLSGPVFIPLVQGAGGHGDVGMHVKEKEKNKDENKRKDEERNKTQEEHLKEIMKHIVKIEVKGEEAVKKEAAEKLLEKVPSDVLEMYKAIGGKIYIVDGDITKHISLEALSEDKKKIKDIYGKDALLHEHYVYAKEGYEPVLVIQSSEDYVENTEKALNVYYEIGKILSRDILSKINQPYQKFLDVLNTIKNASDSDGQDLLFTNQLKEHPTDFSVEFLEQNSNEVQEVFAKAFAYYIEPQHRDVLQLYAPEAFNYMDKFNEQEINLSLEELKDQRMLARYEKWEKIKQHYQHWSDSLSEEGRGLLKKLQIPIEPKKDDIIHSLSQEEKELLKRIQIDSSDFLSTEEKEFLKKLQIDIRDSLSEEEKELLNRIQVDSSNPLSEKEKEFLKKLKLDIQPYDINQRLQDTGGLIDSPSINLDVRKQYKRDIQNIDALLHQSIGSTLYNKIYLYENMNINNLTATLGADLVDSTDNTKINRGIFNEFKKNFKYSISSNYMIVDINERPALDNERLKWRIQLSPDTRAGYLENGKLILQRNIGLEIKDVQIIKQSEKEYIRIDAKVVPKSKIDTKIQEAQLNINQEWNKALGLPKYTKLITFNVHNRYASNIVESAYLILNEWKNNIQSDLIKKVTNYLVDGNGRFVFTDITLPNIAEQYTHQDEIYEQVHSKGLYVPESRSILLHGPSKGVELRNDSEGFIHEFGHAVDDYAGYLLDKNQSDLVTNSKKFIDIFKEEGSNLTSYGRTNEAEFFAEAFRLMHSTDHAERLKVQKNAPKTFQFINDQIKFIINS
# PfHsp40 rescue: rescue of yeast from PfHsp40 toxicity, primary screen, S. cerevisiae, ATP luminescence; S. cerevisiae expressing PfHsp40, growth rescue; growth rescue, % at 12.5 µM; actives 0.68% (n = 340,000); AID 504582, 2011; in the data active = growth rescue above about 28%, passing the limit was not always enough; inconclusive = no clear call, values can overlap the other calls;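 also: yeast W303a lacking pdr1 and pdr3 grown in galactose medium; growth measured after three days at 30 °C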
# TcdB GH inh: TcdB glycohydrolase inhibitors, primary screen, biochemical, single point, plate reader. actives 0.24% (n = 350,000). TcdB glycohydrolase enzymatic assay. inhibition, % at 9.99 µM. AID 652162, 2013; in the data active = inhibition above about 10%
# SARS 3CLpro inh: SARS-CoV 3CLpro protease inhibitors, primary screen, biochemical, quenched FRET; AID 1706, 2009; actives 0.14% (n = 290,000); inhibition, % at 6 µM; recombinant SARS-CoV 3CLpro, quenched FRET peptide cleavage; Replicase polyprotein 1ab (Severe acute respiratory syndrome coronavirus), P0C6X7; in the data active = inhibition above about 12%
# VHR inh abs: VHR1 phosphatase inhibitors, primary screen, biochemical, absorbance, uHTS. inhibition, % at 13.3 µM. actives 0.52% (n = 290,000). recombinant VHR phosphatase, pNPP absorbance; in the data active = inhibition above about 50%; also: some compounds called inactive have numbers as strong as hits
# Target sequence (P51452 whole entry, looked up): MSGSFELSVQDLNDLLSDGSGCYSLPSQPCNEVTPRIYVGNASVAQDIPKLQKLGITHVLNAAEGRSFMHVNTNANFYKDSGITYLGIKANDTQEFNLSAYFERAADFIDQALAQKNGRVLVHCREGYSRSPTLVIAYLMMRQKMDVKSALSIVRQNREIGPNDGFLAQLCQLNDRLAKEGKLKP
# Yp Topo-I inh: Yersinia pestis topoisomerase I inhibitors, primary screen, biochemical, cleavage product accumulation, plate reader, single point | activity, % at 10 µM | AID 504884, 2011 | DNA topoisomerase I (Yersinia pestis CO92) | Y. pestis Topo-I cleavage product accumulation | actives 0.064% (n = 360,000); in the data active = activity above about 50%, passing the limit was not always enough; inconclusive = no clear call, values can overlap the other calls; also: inactives centre near 2
# CCHF vOTU inh: CCHFV vOTU protease inhibitors, primary screen, biochemical, Pep-AMC substrate, fluorescence; actives 0.55% (n = 370,000); Crimean-Congo hemorrhagic fever virus L polyprotein viral ovarian tumor (vOTU) protease …; AID 651958, 2012; inhibition, % at 11.5 µM; in the data active = inhibition above about 30%; also: 0% = vehicle wells with enzyme and 100% = no enzyme wells
# BoNT A protease: BoNT/A light chain protease inhibitors, primary screen, biochemical, flow cytometry, MLPCN library | Botulinum neurotoxin type A light chain protease (Clostridium botulinum A str. ATCC 3502) | multiplex microsphere protease substrate cleavage | inhibition, % at 10 µM | actives 0.17% (n = 360,000) | AID 588499, 2011; also: plate controls were buffer without enzyme for full effect and enzyme alone for no effect
# PriA SSB inh: inhibitors of Klebsiella pneumoniae PriA binding to SSB C-terminal tail, primary screen, biochemical, AlphaScreen | PriA–SSB C-terminal tail interaction (Klebsiella pneumoniae) | AlphaScreen SSBct-PriA binding, biotinylated peptide | inhibition, % at 33 µM | actives 0.6% (n = 430,000); in the data active = inhibition mostly above about 37%, no sharp cut-off; inactive = mostly below about 20%;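 also: plate controls were negative control peptide for no effect and reference peptide for full effect; strong numbers were not always called active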
# BH1578 lux ind: inducers of Vibrio cholerae quorum light production without autoinducers, primary screen, BH1578 luxS cqsA deficient, single point | V. cholerae BH1578 lux reporter, luminescence, 6 h | activation, % at 18.7 µM | actives 0.16% (n = 350,000) | AID 588436, 2011; in the data active = activation mostly above about 9.7%, no sharp cut-off; inconclusive = no clear call, values can overlap the other calls; inactive = mostly below about 3.7%; also: not every result past the cut was called active; inactives centre near 0; reference of the scale not given here
# * marks the source's active call; other numbers are inactive results; i = inactive; ? = inconclusive; nt = no result given; & = joins results of further samples. Rule as the data show it, unless noted: active = inhibition above about 30%; inconclusive = no clear call, values can overlap the other calls; inactive = below that.
Molecule,BH1578 lux ind,TcdB GH inh,PriA SSB inh,PfHsp40 rescue,BoNT A protease,VHR inh abs,CCHF vOTU inh,SARS 3CLpro inh,Yp Topo-I inh,Anthrax LF inh2
Cc1n[nH]c(C)c1CCCCOc1ccc([N+](=O)[O-])cc1,i,-0.2,-4,-1.9,2.4,-16,11,-2,17,-2
CCc1nnc(NS(=O)(=O)c2ccc(NC(=S)NC(=O)c3cccs3)cc2)s1,i,-1.1,-8,0.9,-1.7,2,4,2,40,3
CCCC(=O)NC(c1ccccc1Cl)c1ccc2cccnc2c1O (stereo not drawn),-0.6,1.5,15,?,1.1,13,1,3,-16,0
CC(C)c1ccc(OCC(=O)Nc2ccc(OC(F)(F)F)cc2)cc1,-0.1,nt,-8,0.7,-0.2,-17,7,3,5,-1
COc1ccc(NC(=O)CNC(=O)C2CCCCC2)cc1,i,-0.4,2,1.0,1.6,23,-4,4,9,2
CNS(=O)(=O)c1cc(O)c2c(S(=O)(=O)NC)cccc2c1,-7.7,nt,-18,-0.7,0.2,-1,10,-5,-2,-6
Nc1ccc(C(=O)Nc2ccc(NC(=O)c3ccco3)c(O)c2)cc1,-1.0,1.5,2,-1.0,1.1,23,21,4,-15,-4
CC1(C)CC(n2c(NCCO)nc3c(c2=O)C2(CCCC2)Cc2ccccc2-3)CCO1 (stereo not drawn),i,nt,-15,0.7,-1.7,32,-12,1,8,5
Cc1cc(C(=O)COc2cc(F)ccc2[N+](=O)[O-])c(C)n1C1CC1,i,1.2,-6,-0.1,-1.1,18,11,5,-9,-6
O=C(CN1CCN(C(=O)CNC(=O)c2ccc(-c3ccccc3)cc2)CC1)Nc1ccccc1Cl,-0.4,0.4,nt,nt,-0.1,nt,-8,nt,31,1
COc1ccccc1NC(=O)c1[nH]c(C)c(C(C)=O)c1C,0.3,nt,-2,-0.2,-0.2,7,10,-7,-9,0
C/C(=N\NC(=O)C1CCCC1)c1ccc(NC(=O)C(F)(F)F)cc1,-1.0,0.9,nt,nt,0.3,nt,-7,nt,2,-2
Cc1cccc(-n2cc[nH]c2=S)c1,-0.6,nt,3,-1.7,-0.3,7,1,-6,3,-1
Cc1cccc2nc(C(=O)Nc3cc(Cl)ccc3-n3cncn3)cn12,i,1.2,-5,-0.8,4.7,nt,12,nt,2,5
Cc1ccc(F)c(S(=O)(=O)NC(=O)C2(C)CCN2C(=O)C2(c3ccc(Cl)cc3)CCC2)c1 (stereo not drawn),-0.4,-0.9,nt,nt,-0.2,nt,12,nt,2,0
CCCCNC(=O)C(CC)(ONc1ccccc1C(F)(F)F)c1ccccc1 (stereo not drawn),i,-0.2,1,-1.0,0.8,nt,14,nt,2,4
Cc1ccc(C)c(NC(=O)CCC(=O)NNC(=S)Nc2ccccc2)c1,-0.3,0.4,-2,0.4,3.2,12,-13,-7,4,-9
COc1ccccc1-n1cc(CN2CCN(C3CCCC3)C(CCO)C2)cn1 (stereo not drawn),-0.6,0.3,10,0.2,0.7,10,-12,1,1,2
CN(NC(=O)c1ccc(Cl)cc1)c1nc(-c2ccccc2)nnc1C(F)(F)F,-2.2,nt,-13,0.1,0.0,6,14,-4,-1,-3
COc1ccc(S(=O)(=O)NC2CC(=O)N(c3cccc(F)c3)C2)cc1OC (stereo not drawn),-5.6,1.3,-4,-0.4,4.6,nt,-6,nt,-1,7
COc1ccc(O)c(C(c2c(C)[nH][nH]c2=O)c2c(C)[nH][nH]c2=O)c1,-0.2,-2.2,-4,0.8,1.5,22,84*,5,1,4
NC(=O)c1ccsc1NC(=O)CSc1ccccc1F,-0.6,1.0,-9,-0.3,0.1,27,-5,-2,3,-1
Cn1c2ccc(Br)cc2c2nnc(SCC(=O)O)nc21,-0.3,-0.5,5,1.6,-7.6,-8,6,4,-3,-17
CCOCCCNC(=S)Nc1ccc(Br)cc1Cl,i,-1.6,-12,-0.5,-0.6,8,-6,1,6,-5
CSCCC(NC(=O)c1ccccc1)C(=O)N/N=C(\C)Cc1ccccc1 (stereo not drawn),i,0.5,nt,-1.0,-2.0,-2,6,0,2,0
Cc1nc(NCC2CCCO2)nc2c1C(=O)CC(C)C2 (stereo not drawn),i,nt,0,1.9,-1.0,5,3,-3,3,1
Cc1nc(SCc2ccc(F)cc2)c([N+](=O)[O-])[nH]1,i,5.1,0,-0.2,-1.2,-4,8,0,0,2
Nn1cc(-c2ccccc2)nc1SCC(=O)N1CCN(S(=O)(=O)c2ccc(Cl)cc2)CC1,i,nt,-15,-1.9,0.1,-4,3,-1,0,-1
O=C(CCN1CCCCC1)N=Nc1c(O)[nH]c2ccccc12,-0.3,1.0,-13,-0.3,-0.2,24,10,0,11,0
O=c1c(-c2cc3ccccc3o2)[n+]([O-])c2ccccc2n1OCc1ccccn1,0.0,nt,-11,-0.1,8.5,18,14,1,1,10
CCC(=O)Nc1ccc(S(=O)(=O)NCCc2ccccc2)cc1,-0.2,nt,-2,-1.0,nt,-4,-10,1,-6,nt
CC1CCCCN1S(=O)(=O)c1ccc(C(=O)Nc2nnc(-c3cccs3)o2)cc1 (stereo not drawn),-0.9,nt,-2,-1.9,-0.2,29,18,5,-1,-1
Clc1ccc(CSc2nnc3ccccn23)c(Cl)c1,-0.2,nt,-10,-1.4,0.7,25,-12,3,5,0
CCOC(=O)c1sc(NC(=O)CSc2nnnn2-c2ccccc2)nc1C,i,1.4,-4,-0.2,-0.2,40,4,-2,-3,-1
CC(=O)N/C(=C\c1cccc([N+](=O)[O-])c1)C(=O)NC1CCCCC1,-0.6,0.0,-10,0.2,1.5,5,4,0,1,4
CCC(C)(C)c1ccc(Oc2ccc(NC(=O)COC(=O)C3=COCCO3)cc2)cc1,i,nt,-3,0.2,-4.1,11,15,4,5,0
O=C(NC1CCS(=O)(=O)C1)c1cccc(Cl)c1 (stereo not drawn),i,6.6,8,-1.4,-4.8,nt,7,nt,-2,-2
O=C(Nc1ccc(Cl)cc1Cl)C1CCC(=O)N1Cc1ccccc1Cl (stereo not drawn),-0.7,nt,-18,0.2,0.0,3,8,-4,10,0
O=C(Cc1ccc([N+](=O)[O-])cc1)Nc1cccc(C(=O)N2CCOCC2)c1,-0.6,0.7,-5,-1.5,0.4,nt,-12,nt,4,-2
CCOCCCn1c(=NC(C)=O)c(C#N)cc2c(=O)n3cccc(C)c3nc21,0.2,1.3,-4,1.1,0.4,-9,-189,3,-6,-6
O=C(NCc1cccnc1)c1nnc(Cc2ccc(F)cc2)o1,-0.2,1.3,-11,-1.3,-0.3,9,-3,nt,2,-4
COc1ccc(C(=O)c2ccc(Cl)c([N+](=O)[O-])c2)cc1,-0.3,1.1,13,1.8,0.7,0,3,-1,-6,-1
S=c1[nH]nc(C2(c3ccccc3)CCCC2)o1,-0.6,1.1,12,-1.7,-1.8,-8,-2,2,-3,-2
O=C(CN1CCN(c2ccc(F)cc2)CC1)N1CCOCC1,-0.2,nt,-20,-1.8,-0.4,34,-11,-8,-1,-1
Cc1ccc(NC(=O)c2cc(-c3cc(F)ccc3OCC3CCCO3)n[nH]2)cc1NS(C)(=O)=O (stereo not drawn),-0.4,1.0,nt,nt,-0.5,nt,4,nt,26,0
CSc1ccc(Cl)c(C(=O)OCC(=O)NCc2ccco2)c1,-0.5,nt,-6,-0.6,-0.2,7,1,0,-10,3
COc1ccc2c(c1O)[C@]13CCN(C)[C@H](C2)[C@@H]1CCC(=O)C3,i,1.8,2,0.2,-0.6,4,-15,-4,-5,-5
COc1cc(NC(=O)C/C(C)=N/NC(=O)C(OC)c2ccccc2)c(OC)cc1Cl (stereo not drawn),-0.2,nt,nt,-0.7,0.3,-4,10,3,-10,-2
CC1=C(C(=O)OC2CCCCCC2)C(c2ccc(C)o2)C2=C(CCCC2=O)N1 (stereo not drawn),-0.4,1.8,-5,-2.1,-1.3,-9,4,-3,1,-5
CCCOc1ccccc1/C=N/Nc1ccnc(=O)[nH]1,2.3,-0.1,nt,-0.3,2.0,6,16,-3,7,-6
COc1cc(OC)c(C2=NOC(C(=O)N3CCCc4ccccc43)C2)cc1Cl (stereo not drawn),-0.1,nt,-1,2.0,-1.7,31,-10,2,-10,-7
CC1=C(C(=O)N2CCCCCC2)CC(CC(=O)NCCCCc2ccccc2)C(=O)N1CCC1=CCCCC1 (stereo not drawn),nt,0.8,nt,nt,0.6,nt,19,nt,nt,-7
O=C(CSCc1c(Cl)cccc1Cl)NCC1CCCO1 (stereo not drawn),-0.3,nt,-19,-0.3,1.2,11,13,-6,4,-1
CC1(C)C2CCC(C2)C1(C)NC(=O)CNCc1cccs1 (stereo not drawn),i,-2.2,-11,-0.2,0.8,51*,0,4,2,0
Cc1ccc(Cl)c(Nc2ccccc2C(=O)O)c1Cl,i,3.5&1.7,-2,1.3&0.4&13,-0.2&0.3,5,4&13,4,-1&-1,12&-4
O=C(c1ccccc1NS(=O)(=O)c1ccccc1[N+](=O)[O-])N1CCCC1,i,-0.5,-13,-0.2,1.5,14,2,-4,5,-6
CCN1CCN(Cc2ccc(NC(=O)c3cc(NC(=O)c4cnnc5ccccc45)cc(OC)c3)cc2C(F)(F)F)CC1,0.0&0.0,-1.2&0.6,10,-1.6,0.6&0.3,31,26&10,nt,-1&-5,-5&-5
CCOCCCNC(=O)Cn1cc2c(n1)CCCC2,-0.2,0.1,4,-0.5,-0.7,16,-3,1,5,-6
O=C(CCCN1C(=O)/C(=C/c2cccs2)SC1=S)Nc1ccccc1O,-0.5,0.9,-9,0.9,-2.7,25,2,-5,21,-9
COc1cc(/C=C(\C#N)c2ccccn2)ccc1OCc1ccc(Cl)cc1,-0.3,nt,-50,0.3,2.0,35,-8,-2,-9,-1

# The list continues:
Molecule,BH1578 lux ind,TcdB GH inh,PriA SSB inh,PfHsp40 rescue,BoNT A protease,VHR inh abs,CCHF vOTU inh,SARS 3CLpro inh,Yp Topo-I inh,Anthrax LF inh2
CCN(CC)c1ccc(NC(=O)C2=CC=CN3CCS(=O)(=O)N=C23)cc1,-0.6,1.3,27,-2.4,3.0,nt,12,nt,-10,-1
CCN(CC)c1nc(N)nc(NS(=O)(=O)c2ccc(Cl)cc2)n1,i,nt,-11,0.0,?,24,4,2,7,2
COc1ccccc1C1=NC(c2ccccc2)CN1c1ccccc1 (stereo not drawn),i,1.3,-10,0.7,3.7,nt,-24,-2,-9,-12
COCCCNS(=O)(=O)c1ccc2[nH]c3c(c2c1)CCCCC3,0.0,0.7,14,1.4,-2.2,-3,-7,-3,8,-7
O=C(Nc1cccnc1)c1ccc(F)cc1,nt,nt,-18,-1.1,-0.5,-14,6,-2,-5,0
Cc1onc(-c2ccccc2)c1C(=O)Nc1nnc(-c2ccncc2)s1,-1.0,nt,-3,-1.9,-1.5,-6,4,-4,-2,-2

# Compound activity (PubChem)

# This is a subset; the hit share may differ from the screen's.
